PLK1 PBD inh: blocks phosphopeptide binding to human PLK1 polo-box domain; Potency, µM, without a hit: max response, negative = inhibition, hits mostly inhibitors; Plk1 PBD binding of FITC phosphopeptide, fluorescence polarization; actives 2.8% (n = 360,000); P53350; AID 720504; also: potency is read from the fitted curve at half-maximal effect; series mostly up to about 57 µM; % is scaled to controls: 0 for no effect and ±100 for the full control effect; nearly all actives have a fitted effect of over 65% in size
WRN inhibitor: inhibitors of human WRN helicase; Q14191; WRN helicase unwinding, fluorescent forked duplex, kinetic; Potency, µM (top dose mostly 114 µM), inactives show top-dose activity change, negative = inhibition, hits mostly inhibitors; actives 0.46% (n = 360,000); also: potency is read from the fitted curve at half-maximal effect; % is scaled to controls: 0 for no effect and ±100 for the full control effect; nearly all actives have a fitted effect of over 55% in size
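Screening of the MLSMR collection measured strand separation of a quenched forked DNA duplex (100 nM) by 20 nM WRN with 2 mM ATP, all final. Compounds were preincubated with enzyme 15 min at room temperature.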
EPAC2 ag: EPAC2 (human) agonism. EPAC2 activation, biochemical qHTS; response scale: 100% = 6.5 mM cAMP response. Potency, µM (doses to about 154 µM), inactives show top-dose activation, hits mostly activators. actives 0.079% (n = 360,000). AID 720711; also: potency is read from the fitted curve at half-maximal effect; nearly all actives have a fitted effect of over 50% in size
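Compounds were titrated in qHTS against a Rap1B-BODIPY-GDP (250 nM) complex with EPAC2 (100 nM) and GDP (50 uM). BODIPY-GDP release tracked at 480/540 nm over 30 min at room temperature, normalized to 6.5 mM cAMP.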
EPAC1 antagonist: EPAC1 (human) antagonism; Potency, µM (titrated, usually from 115 µM), for inactives: top-dose activity change, negative = inhibition, actives largely listed as inhibitors; O95398; EPAC1 GEF assay, Rap1b-BODIPY-GDP exchange fluorescence; actives 0.14% (n = 360,000);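 also: potency is read from the fitted curve at half-maximal effect; plate controls were vehicle for no effect and positive control for full effect; nearly all actives have a fitted effect of over 50% in size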
Target sequence (O95398 whole entry, looked up): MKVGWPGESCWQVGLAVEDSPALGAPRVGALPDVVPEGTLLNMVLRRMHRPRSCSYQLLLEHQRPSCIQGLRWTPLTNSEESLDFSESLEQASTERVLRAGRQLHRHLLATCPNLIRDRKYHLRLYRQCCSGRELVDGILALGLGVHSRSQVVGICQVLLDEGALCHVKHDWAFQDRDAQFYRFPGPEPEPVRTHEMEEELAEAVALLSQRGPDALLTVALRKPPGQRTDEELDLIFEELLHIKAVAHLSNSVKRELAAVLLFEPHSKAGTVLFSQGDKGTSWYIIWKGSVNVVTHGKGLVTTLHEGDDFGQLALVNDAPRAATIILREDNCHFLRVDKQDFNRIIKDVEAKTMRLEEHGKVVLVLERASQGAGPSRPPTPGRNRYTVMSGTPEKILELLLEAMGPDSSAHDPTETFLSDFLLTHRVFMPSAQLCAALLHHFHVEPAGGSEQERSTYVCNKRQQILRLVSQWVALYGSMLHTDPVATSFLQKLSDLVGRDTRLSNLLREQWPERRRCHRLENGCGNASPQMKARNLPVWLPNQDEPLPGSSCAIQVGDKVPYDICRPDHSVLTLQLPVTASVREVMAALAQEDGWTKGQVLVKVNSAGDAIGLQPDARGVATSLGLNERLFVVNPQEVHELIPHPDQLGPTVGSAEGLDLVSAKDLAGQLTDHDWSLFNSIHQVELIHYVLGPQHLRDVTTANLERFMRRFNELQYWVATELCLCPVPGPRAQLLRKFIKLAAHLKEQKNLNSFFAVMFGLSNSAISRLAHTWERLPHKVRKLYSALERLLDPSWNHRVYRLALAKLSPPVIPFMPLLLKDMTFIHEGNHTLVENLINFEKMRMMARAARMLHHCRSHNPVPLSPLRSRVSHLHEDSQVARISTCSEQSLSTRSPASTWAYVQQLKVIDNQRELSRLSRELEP
EPAC1 agonist: agonists of human EPAC1. Potency, µM (top dose mostly 154 µM), for the others: top-dose activation, actives largely listed as activators. AID 720707. EPAC1 agonist qHTS, biochemical assay; response scale: 100% = response to 6.5 mM cAMP. O95398. actives 0.073% (n = 360,000); also: potency is read from the fitted curve at half-maximal effect; nearly all actives have a fitted effect of over 60% in size
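Compounds were pinned as a concentration titration into mixtures of EPAC1 (100 nM), BODIPY-GDP-loaded Rap1B (250 nM) and GDP (50 uM). After 5 min at room temperature, fluorescence was followed for 30 min; activity was scaled to 6.5 mM cAMP.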
PI5P4Ka inh: blocks human PI5P4K alpha kinase activity; P48426; PI5P4Kalpha enzyme, ADP-Glo luminescence, 60 min; active compounds read low; max response, %; actives 1.2% (n = 330,000); AID 652105; active = max response of -50% or lower; inconclusive = between -30% and -50%; inactive = -30% or higher; also: value at the top dose of about 77 µM; % is scaled to controls: 0 for no effect and ±100 for the full control effect
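Compounds were pin-transferred onto PI5P4Kalpha and substrate in HEPES pH 7.4 buffer with EGTA, CHAPS and 5% DMSO. ATP (5 microM final) started the reaction, which ran 60 minutes at room temperature before ADP-Glo detection.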
CCT modulator: cytosolic chaperonin activity modulation | purified chaperonin ATPase assay, HTRF ADP detection, 30 min | activity change, % (test concentration not listed), hits read low | actives 0.3% (n = 360,000) | AID 651819; in the data active = activity change below about -30%; also: % is scaled to controls: 0 for no effect and ±100 for the full control effect
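TRiC at 40 or 20 nM final (batch-dependent) in 30 mM Tris pH 7.4, 100 mM KCl, 5 mM MgCl2, 1 mM DTT, with compound at single 76 uM and 10 uM ATP, 30 min at 37 deg C. ADP detected by HTRF Transcreener, 665/615 ratio.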
IL2 activator: activates IL-2 in a cell-based reporter assay; IL-2 activation reporter assay, cell-based qHTS; stimulated with anti-CD3/CD4/CD28 beads; in transgenic mouse T cells; activation, % (series mostly up to about 46 µM); actives 0.065% (n = 360,000); in the data active = activation above about 50%; inconclusive = mostly about 30% to 49%; also: 0% is about no effect
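EGFP and DsRed fluorescence is measured by plate cytometry in unstimulated transgenic mouse T cells exposed to compound for 60 minutes, then stimulated 18 hours at 37 degrees C with anti-CD3/anti-CD4 beads plus anti-CD28.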
Active calls of the source: *; ? = inconclusive; · = no result given; [ ] = another dose, or the depositor's remark. Unless noted, calls follow the shape of the dose curve; as a rule, active = well fitted curve in the direction sought with a large enough effect; inconclusive = small, poorly fitted or top-dose-only effect, or another doubt; inactive = no such curve, though single readings can be large; an effect the other way counts as inactive or inconclusive.

SMILES | PLK1 PBD inh | WRN inhibitor | EPAC2 ag | EPAC1 antagonist | EPAC1 agonist | PI5P4Ka inh | CCT modulator | IL2 activator
COC(OC)c1ccnc(-c2ccc(OC(C)=O)cc2)n1 | -4% | -4% | 5% | 0% | 4% | 6 | -4.2 | 0.3
O=C(O/N=C\c1ccc(N2CCOCC2)c([N+](=O)[O-])c1)c1ccc(F)cc1 | -4% | 8% | 3% | 2% | -8% | 1 | 0.1 | -1.4
Cc1c(C(C)C)c(=O)n(-c2ccc(S(=O)(=O)N3CCOCC3)cc2)n1C | -12% | 7%[57.1 µM] | 19% | 12% | 0% | 7 | -2.6 | -0.9
CSc1ccc(/C=c2\s/c(=C\C(=O)C(C)(C)C)n(CC(=O)NCCC3=CCCCC3)c2=O)cc1 | -1% | -1% | -5% | 13% | 7% | 1 | -1.4 | 12
O=S(=O)(Nc1ccc2cn[nH]c2c1)c1cc(Br)ccc1Br | -2% | -8% | 1% | -14% | -6% | 6 | 0.3 | -0.3
CCOC(=O)C(C)S(=O)(=O)c1ccc(C(F)(F)F)cn1 (stereo not given) | -9% | 0%[57.1 µM] | 1% | 16% | 2% | -3 | -0.4 | -1.9
COc1ccccc1NC(=O)c1ccc(NC(=O)COC(=O)CC(NC(=O)c2ccccc2Cl)c2ccccc2)cc1 (stereo not given) | 2% | 3% | 0% | 13% | 2% | -2 | 1.1 | -2.4
Cc1cc(NC(=O)CCC(=O)N(CC(C)C)C(C(=O)NC(C)(C)C)c2ccccc2Cl)no1 (stereo not given) | -3% | -6% | 6% | -2% | 6% | 0 | 0.9 | -2.5
C[C@H]1CN([C@@H](C)CO)S(=O)(=O)c2ccc(Br)cc2O[C@@H]1CN(C)C(=O)Cc1cccnc1 | 3% | -3% | -1% | -2% | 3% | 8 | 1.4 | 1.3
COCc1cc(N2CCN(c3ccccc3F)CC2)nc(-c2ccccc2)n1 | -3% | -16% | 3% | -11% | 5% | 32 | -5.8 | -0.5
CCn1c2ccccc2c2cc(NC(=O)CNCC3CCCO3)ccc21 (stereo not given) | -12% | -2%[57.1 µM] | 0% | -6% | 1% | 4 | -0.2 | -0.3
O=C(N/N=C/C=C/c1ccccc1)C1CC1(c1ccccc1)c1ccccc1 (stereo not given) | -1% | -11% | 7% | 7% | 6% | · | -0.2 | -2.6
C[C@@H]1NC(=O)[C@H](CCC(N)=O)NC(=O)c2cc([N+](=O)[O-])cc(I)c2NCCC[C@@H](C(N)=O)NC1=O | -24% | -3% | 6% | -16% | -8% | 7 | 0.1 | -0.2
Cn1c(=O)n(C)c2cc3[nH]cnc3cc21 | 5% | 5% | 0% | 0% | -1% | -14 | 0.7 | 2.3
COc1cc(S(=O)(=O)Nc2cccc(C(=O)O)c2)c(OC)cc1Cl | -11% | -1% | 6% | 15% | -5% | · | -1.2 | -1.4
CC(C)(C)c1ccc(CSc2nnc(-c3ccccc3NC(=O)c3ccccc3)o2)cc1 | -4% | 2% | 3% | -5% | 0% | 12 | 1.6 | -0.2
CCN(CC)CCCOc1ccc(Cl)c(Cl)c1 | -11% | -26% | 13% | -17% | 6% | 4 | -0.4 | -2.6
O=[N+]([O-])c1cccc(C=NN=C2c3ccccc3-c3ccccc32)c1 | -4% | -5% | 8% | ? | -4% | 46 | -0.8 | -2.0
CCN1C(=O)/C(=C/C=C2\C=CN(CC)c3ccccc32)SC1=S | -10% | 13% | -4% | 16% | 4% | -14 | -2.2 | -0.1
CSCC[C@H](NC(=O)NCc1cccs1)C(=O)O | -3% | 3% | 0%[15.6 µM] | -1% | 3% | 2 | -1.1 | 0.3
CC(C)C(c1nnnn1C1CCCCC1)N1CCN(c2ncccn2)CC1 (stereo not given) | -5% | -9% | 8% | -5% | -4% | -1 | 1.2 | -0.9
Cc1c(C=O)cnn1CCC(=O)O | 3% | -15% | 2% | 2% | -2% | · | 2.0 | -2.0
COCCNC(=O)C1(C)Cc2c(-c3ccc4c(c3)OCO4)ccnc2O1 (stereo not given) | 5% | 1% | 2% | -4% | 3% | -1 | -0.4 | 0.0
COc1ccc(CN(Cc2cc3cccc(C)c3[nH]c2=O)C(=O)N(C)C)cc1 | -5% | 6% | -1% | -7% | -6% | 3 | -3.2 | -2.8
COc1cc(NC(=O)c2cccc(C)c2)c(OC)cc1NC(=O)CN1CCOCC1 | -14% | 2% | 7% | -5% | -7% | 0 | -0.7 | -2.0
CC1CCCC(C)N1C(=O)COc1ccc(F)cc1 (stereo not given) | -5% | 7% | 8% | -4% | 4% | -2 | 1.2 | 1.0
O=C(Cn1[nH]c(=O)c2ccccc2c1=O)N1CCN(S(=O)(=O)c2ccc(Cl)cc2)CC1 | 1% | 13% | 1% | 10% | -4% | -7 | 2.0 | 1.1
CCOc1ccc(NC(=O)CCCCCN2C(=O)[C@@H]3Cc4ccccc4CN3C2=O)cc1 | -10% | 10% | 7% | -11% | 4% | 0 | 1.9 | -4.5
Cc1ccc(C(C(=O)NCc2ccco2)N(CCc2ccccc2)C(=O)Cn2nnc3ccccc32)o1 (stereo not given) | -2% | -7% | 8% | -9% | 9% | 1 | -1.7 | 0.2
Cc1cc(NCc2ccccc2)nc2ccccc12 | 0% | -18% | 8% | 1% | 3% | 14 | 0.5 | -0.3
Cc1nn(C)c(C)c1NC(=O)CCl | -11% | 6% | 20% | 20% | -7% | 0 | -0.1 | -1.9
COc1ccc(-n2nc([N+](=O)[O-])c(=NCCc3ccc(Cl)cc3)n2O)cc1 | -9% | -4% | 8% | -4% | 0% | · | -5.3 | -0.6
C[C@H](NC(=O)[C@H](Cc1ccccc1)n1c(=O)[nH]c2ccccc2c1=O)C(=O)N1CCC(C(=O)O)CC1 | -2% | 8% | 3% | -5% | -31%[inhibitor] | -7 | -0.2 | -0.3
CN(C)c1ccc(C(=O)NCC(c2cccs2)N2CCOCC2)cc1 (stereo not given) | -18% | 4% | 6% | -9% | -9% | -8 | -10 | 0.0
CC(=O)Nc1ccc2c(c1)nc(CCNC(=O)c1ccccc1)n2C | 1% | 4% | -3% | 6% | -2% | -3 | -2.4 | -2.5
COc1cccc(C(=O)Nc2cc3c(cc2C(C)=O)OCCO3)c1 | -4% | -12% | 18% | -4% | 4% | 3 | 2.1 | 1.4
Cc1cc(C)cc(N2C(=O)C3NN=C(C(=O)OCc4ccccc4)C3C2=O)c1 (stereo not given) | -6% | -2% | 7% | -22% | 2% | -1 | -1.6 | 0.1
CCS(=O)(=O)N1Cc2ccccc2CC1C(=O)Nc1nc2ccc(F)cc2s1 (stereo not given) | -7% | -11% | -7% | -15% | -5% | ? | -0.4 | -0.2
CCOC(=O)c1c(NC(=O)COC(=O)CCOc2ccccc2C)sc(C(=O)NC)c1C | -5% | -10% | -12% | 3% | 6% | -2 | 1.8 | 0.1
O=C(Cn1nnc(-c2ccccc2NC(=O)c2ccccc2)n1)Nc1ccc2c(c1)OCCO2 | 4% | -3% | -8% | -9% | 10% | · | 0.5 | -0.5
O=C1OC(Nc2ccc(F)c([N+](=O)[O-])c2)c2ccccc21 (stereo not given) | -3% | 2% | 4% | -12% | -3% | -5 | -1.3 | -4.5
CSc1ccccc1NC(=O)c1cc2c(=O)n3ccccc3nc2s1 | -5% | ? | -1% | 13% | -1% | -16 | 0.2 | 2.0
O=C(COc1ccc(Cl)cc1Cl)Nc1ccc(Cl)cn1 | -2% | -3% | 8% | 0% | -6% | · | -0.9 | -0.6
COc1ccc(N2CCN(C(=O)CSc3nnc4c(C)cc5c(C)cc(C)cc5n34)CC2)cc1 | -6% | -9% | 7% | -18% | 4% | · | 3.1 | -1.6
CCC(=O)N1CCCC(C)(C(=O)Nc2ccc(C)c(C)c2)C1 (stereo not given) | -6% | 11% | 12% | -6% | 4% | 0 | -1.2 | 1.1

Sorted by formula weight (smallest number first): five of the compounds above
SMILES | PLK1 PBD inh | WRN inhibitor | EPAC2 ag | EPAC1 antagonist | EPAC1 agonist | PI5P4Ka inh | CCT modulator | IL2 activator
CSCC[C@H](NC(=O)NCc1cccs1)C(=O)O | -3% | 3% | 0%[15.6 µM] | -1% | 3% | 2 | -1.1 | 0.3
CCC(=O)N1CCCC(C)(C(=O)Nc2ccc(C)c(C)c2)C1 (stereo not given) | -6% | 11% | 12% | -6% | 4% | 0 | -1.2 | 1.1
O=C(O/N=C\c1ccc(N2CCOCC2)c([N+](=O)[O-])c1)c1ccc(F)cc1 | -4% | 8% | 3% | 2% | -8% | 1 | 0.1 | -1.4
CCOc1ccc(NC(=O)CCCCCN2C(=O)[C@@H]3Cc4ccccc4CN3C2=O)cc1 | -10% | 10% | 7% | -11% | 4% | 0 | 1.9 | -4.5
CSc1ccc(/C=c2\s/c(=C\C(=O)C(C)(C)C)n(CC(=O)NCCC3=CCCCC3)c2=O)cc1 | -1% | -1% | -5% | 13% | 7% | 1 | -1.4 | 12

Other results
SMILES | PLK1 PBD inh | WRN inhibitor | EPAC2 ag | EPAC1 antagonist | EPAC1 agonist | PI5P4Ka inh | CCT modulator | IL2 activator
Cc1ccc2[nH]c3c(=O)n(CCc4cnc[nH]4)cnc3c2c1 | -7% | -2% | 7% | 4% | 9% | 4 | -3.6 | 0.4
O=S(=O)(c1ccc(Cl)cc1)N1CCN(S(=O)(=O)N2CCCCCC2)CC1 | -9% | -17% | 0% | 0% | -1% | 2 | -2.4 | -0.2
CC(=O)N1CCN(S(=O)(=O)c2cccc(C(=O)Nc3ccc(OC(F)F)cc3)c2)CC1 | -17% | -6% | 13% | ? | 0% | 12 | -39* | -0.2
CCOC(=O)N1CCN(C(=O)c2ccc(N(Cc3ccccc3Cl)S(C)(=O)=O)cc2)CC1 | 5% | 4% | -6% | -2% | -2% | 0 | -0.3 | -1.6
CCOC(=O)N1CCN(C(=O)c2cc3c(s2)-c2c(C)cccc2OC3)CC1 | -6% | -9% | -5% | -26% | 12% | 9 | 0.0 | -0.4
Oc1[nH]c2ccccc2c1C=NCC1CCCO1 (stereo not given) | -5% | 1% | -3% | -5% | -2% | 12 | -3.8 | 0.5
CCOC(=O)C1CCCN(C(=O)CN(c2ccc(OC)cc2)S(=O)(=O)c2c(C)noc2C)C1 (stereo not given) | ? | 13% | 3% | -11% | -19% | 1 | -3.0 | 2.4
COc1ccc(C2C(C(=O)c3ccco3)=C(O)C(=O)N2CCN2CCOCC2)cc1 (stereo not given) | -1% | 0%[57.1 µM] | 14% | -15% | 2% | 2 | 2.2 | 1.3
Cc1cc([N+](=O)[O-])cc2c1NC(=O)C2(O)N1CCOCC1 (stereo not given) | -9% | 2%[11.6 µM] | 7% | 3% | 10% | -7 | 0.8 | -0.1
COc1ccc(C2(C(N)=O)CCCCC2)cc1OC | -8% | 3% | 0% | -21% | 3% | 2 | -4.0 | 5.1

These rows are one share of the data (hit frequency here may not be typical).
